Screens deposited in PubChem by several laboratories.
NTR1 agonist: NTR1-driven beta-arrestin-GFP spot formation – imaging, U2OS cells, high content, primary screen (AID 493036); agonist mode; activation, % at 20 µM; hit rate 0.17% among 330,000;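 active means activation at or above 40% of the spot to cytoplasm intensity ratio, with at least 20 cells analyzed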;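 further: 0% = DMSO without peptide and 100% = 100 nM NTR1 peptide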
Target sequence (P30989 whole entry, looked up): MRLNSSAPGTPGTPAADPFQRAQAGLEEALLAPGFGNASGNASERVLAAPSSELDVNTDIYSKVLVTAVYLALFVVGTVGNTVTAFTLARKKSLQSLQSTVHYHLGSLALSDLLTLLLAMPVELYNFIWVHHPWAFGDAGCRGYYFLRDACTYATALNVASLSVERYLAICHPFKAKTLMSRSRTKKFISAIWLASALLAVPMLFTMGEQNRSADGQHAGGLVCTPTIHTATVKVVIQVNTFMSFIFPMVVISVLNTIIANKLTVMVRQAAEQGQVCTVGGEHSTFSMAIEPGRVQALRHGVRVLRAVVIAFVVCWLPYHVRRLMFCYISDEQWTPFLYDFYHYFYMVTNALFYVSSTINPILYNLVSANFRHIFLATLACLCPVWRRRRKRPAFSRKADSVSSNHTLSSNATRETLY
GPR35 antagonists: GPR35 antagonists blocking zaprinast-driven arrestin recruitment, primary screen, imaging, U2OS, beta-arrestin-GFP, zaprinast agonist (AID 2058). hit rate 0.052% among 290,000. one-dose inhibition, % at 10 µM; IC50 in µM for titrated hits. U2OS GPR35 beta-arrestin-GFP translocation imaging, zaprinast antagonism; higher % means a stronger effect;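 active means inhibition of at least 50% with at least 30 cells and total cytoplasm GFP at most 10,000,000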
GPR55 activation: selective activators of receptor GPR55 – imaging, U2OS cells, beta-arrestin-GFP redistribution, primary screen (AID 1961); U2OS GPR55 beta-arrestin-GFP redistribution imaging; higher % means a stronger effect; activation, % at 10 µM; hits with a dose series show EC50 in µM; hit rate 0.048% among 290,000;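 active means activation above 40% with more than 50 cells counted in the well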;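 further: U2OS osteosarcoma cells stably expressing GPR55 and beta-arrestin-GFP; plate controls were DMSO negative control for no effect and LPI positive control for full effect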
NOD1 NF-kB reporter: NOD1 signaling inhibitors, primary screen, cell-based, luminescence, uHTS (AID 1578); NOD1-driven NF-kB luciferase reporter cells, luminescence; higher % means a stronger effect; one-dose inhibition, % at 4 µM; EC50 in µM for titrated hits; hit rate 1% among 290,000; in the data active means inhibition mostly above about 36%, no sharp cut-off; inactive means mostly below about 34%;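 further: HEK-293T reporter cells stimulated with the NOD1 agonist gamma-tri-DAP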
GPR55 LPI antagonism: GPR55 antagonists blocking LPI-driven arrestin recruitment, primary screen, imaging, U2OS, beta-arrestin-GFP, LPI agonist (AID 2013). U2OS GPR55 beta-arrestin-GFP translocation imaging, LPI antagonism; higher % means a stronger effect. one-dose inhibition, % at 10 µM; IC50 in µM for titrated hits. hit rate 0.13% among 290,000;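 active means spots per cell inhibited over 60%, with over 100 cells counted and total cytoplasm intensity under 500,000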;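 further: U2OS cells stably carrying GPR55 and arrestin-GFP stimulated by 5 µM LPI near EC80; imaged beta-arrestin-GFP aggregate spots per cell after agonist stimulation; plate controls were LPI-stimulated DMSO wells for no effect and DMSO wells without LPI for full effect; some results filed as inactive read as strong as hits; confirmed hits need IC50 under 10 µM and bright autofluorescent wells are also inconclusive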
KOR beta-arrestin-1: KOR agonists, beta-arrestin recruitment, primary screen, cell-based, luminescence, uHTS (AID 1777). KOR beta-arrestin recruitment, luminescence; higher % means a stronger effect. activation, % at 10 µM; hits with a dose series show EC50 in µM. hit rate 0.02% among 280,000; in the data active means activation above about 50%, passing the limit was not always enough; further: a part of the inactive calls stands beside numbers as strong as those of hits
UTI89 phage lysis: protection from phage-mediated lysis, alamar blue read-out – E. coli UTI89, K1F phage, bacterial capsule biogenesis inhibitors (AID 488966); E. coli UTI89 K1F phage lysis, alamar blue, 2 h; higher % means a stronger effect; inhibition, % at 100 µM; hits with a dose series show IC50 in µM; hit rate 0.02% among 340,000;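 active means phage lysis inhibition, versus mean bacterial control, above a set limit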;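 further: capsule biogenesis inhibitors block K1F phage lysis so surviving cells raise fluorescence; higher fluorescence means more inhibition of phage lysis; actives were called in the ten point dose series up to 300 µM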
Rac1 GTP hydrolysis: MgcRacGAP GTPase-activating activity inhibitors, confirmation, biochemical, ADP Hunter fluorescence. MgcRacGAP-stimulated Rac1 GTP hydrolysis, ADP Hunter fluorescence; higher % means a stronger effect; GST-tagged Rac1 F28L mutant substrate. one-dose inhibition, % at 30 µM; IC50 in µM for titrated hits. hit rate 0.6% among 340,000. AID 624330;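 active means first-screen hits whose inhibition reached a set limit at any dose in the follow-up dose series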;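 further: fluorescence reports GDP produced by GAP-driven GTP hydrolysis; strong numbers were not always called active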
KOR beta-arrestin-2: kappa opioid receptor blockers – cell-based, luminescence, uHTS (AID 1778). KOR beta-arrestin recruitment, luminescence, antagonist mode; higher % means a stronger effect. inhibition, % at 10 µM; hits with a dose series show IC50 in µM. hit rate 0.091% among 290,000; in the data active means inhibition above about 50%; further: strong numbers were not always called active
NTR1 agonist cell count 20 µM: recorded beside NTR1 agonist, whose call it bears; cell count; measured here: cell count, cytotoxicity flag
* marks the source's active call; other numbers are inactive results; . = not tested or not shown; [ ] = dose if it differs, or a comment. Not all compounds are listed. The share of hits here may be higher or lower than overall.

Values run as follows: NTR1 agonist | NTR1 agonist cell count 20 µM | GPR35 antagonists | GPR55 activation | NOD1 NF-kB reporter | GPR55 LPI antagonism | KOR beta-arrestin-1 | UTI89 phage lysis | Rac1 GTP hydrolysis | KOR beta-arrestin-2
> O=C(NC1CC2CCCC(C1)N2C(=O)Nc1ccccc1)c1ccccc1 (stereo not given)
    1.2 | 46 | -6% | -0.2% | -27% | 3% | -5.6% | -0.6% | 0% | 6%
> CC(NC(=O)/C(C#N)=C/c1cccs1)c1ccccc1 (stereo not given)
    -1.8 | 51 | 3% | 0.6% | -38% | 10% | -6.7% | 0.3% | 8% | -2%
> Cc1ccc(C(=O)CSc2nnc(-c3ccccc3N)n2C)cc1
    1.8 | 69 | -4% | -0.1% | 101%* | -1% | 5.5% | 2.9% | 9% | 18%
> N#Cc1c(-c2cccnc2)cc(-c2ccccc2)nc1N
    0.3 | 52 | 1% | 0.7% | -2% | -1% | 1.8% | . | . | 5%
> Cc1ccc(C)c(Cc2c(C)nc3c(C(=O)NCc4ccc5c(c4)OCO5)cnn3c2C)c1
    4.0 | 70 | -3% | 0.2% | -17% | 0% | -6.1% | . | . | 43%
> COc1ccc(CNC(=O)C2CCCN(S(=O)(=O)c3ccc(Br)s3)C2)cc1 (stereo not given)
    2.9 | 55 | 11% | -0.1% | -13% | 7% | 2.0% | 0.4% | 3% | 18%
> FC(F)(F)c1ccncc1-c1nnc(C2CCCCC2)o1
    1.3 | 72 | 11% | 0.3% | 1% | 14% | 5.1% | 0.3% | 12% | -1%
> COc1ccc(C(CC(=O)O)NS(=O)(=O)c2ccc(C)cc2)cc1OC (stereo not given)
    0.8 | 58 | 0% | -0.2% | 4% | -1% | 1.4% | 0.5%[50 µM] | 7% | 0%
> CN1CCN(Cc2nnc(-c3ccccc3)o2)CC1
    1.3 | 46 | -19% | -0.1% | -5% | 1% | -6.6% | 0.0% | 8% | 0%
> CN1CCN(C(=O)/C=C/c2cccc(Cl)c2)CC1
    0.1 | 56 | 6% | -0.1% | 6% | -3% | 2.0% | 2.5%[50 µM] | 15% | -4%
> CCOC(=O)c1nnc2cc(-c3ccccc3)nn2c1C
    1.9 | 51 | -9% | -0.3% | -33% | -7% | -0.9% | 1.5% | 10% | -14%
> O=C(NCc1ccccc1)c1ccc(N2CCC3(CC2)CC(c2ccc(Cl)cc2)=NO3)c([N+](=O)[O-])c1
    1.1 | 73 | -6% | -0.2% | 3% | 0% | -1.3% | 2.1% | 10% | 8%[20 µM]
> Cc1scc(C(=O)N/N=C/c2ccc(Cl)s2)c1C
    0.7 | 38 | -8% | -0.5% | -66% | -3% | 2.0% | -0.4% | 6% | -22%
> O=S(=O)(Nc1nc(-c2ccccc2)cs1)c1cc(Cl)ccc1Cl
    -0.5 | 44 | 2% | -0.1% | 41% | 2% | 1.7% | 2.7% | -1% | -52%
> C=CCN1/C(=C2/SC(=S)N(C)C2=O)Sc2ccccc21
    0.0 | 58 | 13% | -0.2% | -12% | 3% | -3.2% | . | . | 10%
> Cc1nc(C)c(C(=O)N2CCCC(C(=O)c3cc(F)ccc3F)C2)s1 (stereo not given)
    0.2 | 59 | 8% | 0.6% | -14% | 3% | 4.3% | 0.1% | 6% | -12%
> COc1cccc(NC(=O)Cn2nnc(C(=O)NCc3cccs3)c2N)c1
    0.3 | 63 | 6% | 0.2% | 16% | -1% | -3.5% | 0.1% | 11% | -37%
> Cc1cc(NC(=O)CSc2nnc(Cn3c(=O)sc4ccccc43)n2-c2ccccc2C)no1
    -3.6 | 55 | 16% | -0.5% | -38% | 1% | 4.9% | 4.5% | 3% | 22%
> COC(=O)C1=C(C)Nc2nc(-c3ccccc3)nn2C1c1ccc(C)o1 (stereo not given)
    1.1 | 62 | 10% | -0.1% | -17% | -6% | -0.8% | 1.3% | 7% | 16%
> CCCn1cc(CN2CCC(Oc3ccc(C(=O)N4CCCC4)cc3)CC2)c(C)n1
    -1.5 | 42 | -1% | -0.1% | -12% | 19% | -0.5% | 0.4% | 6% | -10%
> COc1cc(NC(=O)c2ccc(COc3ccccc3Br)o2)cc(OC)c1OC
    2.8 | 55 | -6% | 0.2% | . | 1% | -5.8% | 0.1% | 9% | 24%
> Cc1onc(-c2ccccc2)c1C(=O)NNC(=S)NC(=O)/C=C/c1ccccc1
    11 | 70 | 11% | 0.1% | 20% | -3% | -2.6% | 2.3%[50 µM] | 5% | 27%
> COc1ccc(NS(=O)(=O)c2ccc(N)c(C(=O)O)c2)cc1
    -0.6 | 46 | -8% | -0.2% | -4% | 6% | . | 1.3% | 12% | -11%
> CC(=O)Nc1cc2c3c(c1)CCN3C(=O)CC2
    0.1 | 61 | 2% | -0.1% | -23% | -4% | -6.1% | 0.8% | . | -14%
> COc1cccc(C(=O)Nn2c(-c3cccs3)nc3ccccc3c2=O)c1OC
    1.4 | 98 | 8% | -0.3% | -10% | -1% | 19% | 0.2% | 17% | 0%
> CC(=O)Nc1ccc(NC(=O)c2ccccc2CCc2ccccc2)cc1
    0.8 | 68 | 9% | 0.2% | -6% | -3% | -3.1% | 0.4% | -6% | -19%[20 µM]
> O=C(Cn1c(CO)nc2ccccc21)NC1CCCCCC1
    -1.5 | 64 | 6% | 0.2% | -20% | 3% | . | 0.4% | -1% | .
> CCCCCOc1ccc(C(=O)NCC2(c3ccccc3)CCOCC2)cc1
    4.1 | 70 | 18% | -0.2% | . | -16% | -0.3% | 1.2% | 0% | -12%
> Cc1[nH]c(=O)[nH]c(=O)c1S(=O)(=O)Nc1ccc(Br)cc1F
    -2.1 | 107 | -9% | 0.4% | 6% | -8% | -5.2% | 2.6%[50 µM] | 8% | 6%
> CCn1c(C)nc2cc(C(=O)N/N=C/c3ccc(O)cc3)ccc21
    -0.9 | 50 | -11% | 0.2% | 0% | 16% | 6.5% | -1.4% | 67µM* | 18%
> CCNC(=S)N1CCN(CC(=O)Nc2ccc(OC)cc2)CC1
    -0.7 | 48 | 1% | -0.8% | -17% | 8% | 2.2% | 0.5% | -3% | -2%
> O=C(COC(=O)c1cc(-c2cccs2)nn1-c1ccccc1)Nc1cccc([N+](=O)[O-])c1
    0.2 | 75 | -8% | -0.1% | 34% | 0% | 4.4% | 0.2% | -17% | -12%
> CC1(C)SC(=S)N(/N=C/c2cccnc2)C1N(O)C(=O)Nc1ccccc1 (stereo not given)
    -0.1 | 50 | -5% | 0.6% | 5% | 7% | 3.4% | -0.5% | -3% | -18%
> Cc1ccccc1OCc1n[nH]c(=S)n1-c1ccccc1
    0.0 | 23 | 7% | 0.3% | -9% | 0% | -8.0% | 0.1% | -18% | -2%[20 µM]
> Cn1c(-c2ccc(Br)o2)nc2ccccc21
    1.1 | 55 | 16% | -0.3% | -60% | 5% | -1.5% | 0.4% | 19% | -24%
> COc1ccc(C(C)(C)C)cc1NC(=O)CNc1cccc2ccccc12
    26 | 74 | 24% | -0.1% | -20% | 7% | -2.3% | 1.9%[50 µM] | 7% | 10%
> COC(=O)c1ccc(N2CCN(CCNC(=O)Nc3ccc(OC)cc3)CC2)cc1
    -0.7 | 54 | -4% | -0.4% | 10% | 1% | 0.0% | -1.1% | -8% | -64%[20 µM]
> Cc1ccc(NC(=O)/C(=C/c2ccncc2)NC(=O)c2ccccc2)cc1
    -0.2 | 82 | 7% | -0.3% | 7% | -5% | 0.0% | 0.3% | 7% | 3%
> CCOc1ccc(-n2c(=O)[nH]c3sc4c(c3c2=O)CCCC4)cc1
    5.0 | 54 | -1% | -0.4% | 8% | 7% | -3.9% | 0.4% | 12% | 2%
> COCCCNC(=O)Cn1nc(-c2cccc(OC)c2)ccc1=O
    -0.8 | 63 | -12% | -0.3% | -12% | 3% | 5.1% | -0.7% | 2% | -20%[20 µM]
> O=C(NCC(=O)N1CCC2(CC1)NCCc1[nH]cnc12)c1ccc2ccccc2c1
    -0.1 | 54 | 10% | 0.2% | -31% | 15% | -4.2% | -0.1% | 7% | -40%
> OC(c1ccccc1)c1nccc2ccccc12 (stereo not given)
    -0.2 | 45 | -4% | 0.0% | -12% | 7% | 3.6% | 0.3% | 2% | -44%
> C=CCCC(=O)N1CCC(n2nccc2NC(=O)c2ccc(OC)cc2)CC1
    0.1 | 59 | -5% | 0.3% | -34% | -3% | 2.4% | 0.3% | 2% | 4%
> Cc1ccc(-c2csc3ncnc(-n4nnc5ccccc54)c23)cc1
    7.0 | 60 | -2% | 0.2% | -26% | 3% | -1.0% | 4.1% | 6% | 14%
> O=C(Nc1nnc(SCC(=O)N2CCCC2)s1)C1CC(=O)N(c2ccccc2)C1 (stereo not given)
    -0.3 | 49 | -6% | -0.1% | -27% | 9% | -2.3% | 0.2%[50 µM] | 10% | -2%
> CCOc1ccccc1C1N=C(c2ccc(OC)cc2)CC(c2ccccc2O)N1 (stereo not given)
    9.7 | 58 | -20% | 0.7% | -39% | 10% | 1.0% | 1.4% | -4% | 4%
> CON1C(=O)CN(C(C)=O)C1c1ccc(Cl)cc1Cl (stereo not given)
    . | . | -1% | -0.1% | -10% | 38% | -1.8% | 0.0% | -1% | -2%
> CCC(C)(C(=O)NC1CCCC1)N(CC1CCCO1)C(=O)CNC(=O)c1ccccc1 (stereo not given)
    2.7 | 49 | 6% | 0.0% | -13% | 3% | -0.8% | 4.9% | 3% | 17%
> CC(O)(CS(=O)(=O)c1ccc(Br)cc1)c1ccccc1 (stereo not given)
    1.4 | 98 | -3% | 0.0% | 8% | 8% | -1.7% | 0.8% | 5% | 12%
> FC(F)(F)c1cccc(-c2nn[nH]n2)c1
    2.3 | 74 | 2% | -0.4% | -10% | 6% | -3.1% | -0.1% | -9% | 10%
> Cc1cc(C)n(-c2nc(Nc3ccccc3)nc(-n3nc(C)cc3C)n2)n1
    0.3 | 55 | 13% | -0.1% | 14% | 23% | -1.5% | 3.0% | 7% | 2%
> Cc1ccc(NC(=O)c2ccc(Cl)c(S(=O)(=O)NCC3CCCO3)c2)c(O)c1 (stereo not given)
    2.9 | 64 | 4% | -0.1% | -32% | 12% | -1.4% | 0.0% | 4% | -9%
> COc1ccccc1C(=O)NNc1ncc(C)s1
    0.0 | 62 | -10% | -0.2% | -12% | 5% | 2.3% | 3.6% | 6% | 14%
